ABCB6 inh MLPCN: ABCB6 transporter inhibitors, primary screen, K562-ABCB6 cells, flow cytometry, MLPCN library; actives 0.19% (n = 360,000); fluorescence ratio to DMSO, % at 10 µM; K562-ABCB6 porphyrin accumulation, 1 h; hits give low values; ATP-binding cassette sub-family B member 6 (Homo sapiens), Q9NP58;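 active = fluorescence ratio to DMSO below 75%, the collection mean minus 3 SD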;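 also: signal is porphyrin accumulated inside mitochondria; 100% equals median channel fluorescence of DMSO control wells; lower ratio means ABCB6 inhibition with less porphyrin fluorescence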
Target sequence (Q9NP58 whole entry, looked up): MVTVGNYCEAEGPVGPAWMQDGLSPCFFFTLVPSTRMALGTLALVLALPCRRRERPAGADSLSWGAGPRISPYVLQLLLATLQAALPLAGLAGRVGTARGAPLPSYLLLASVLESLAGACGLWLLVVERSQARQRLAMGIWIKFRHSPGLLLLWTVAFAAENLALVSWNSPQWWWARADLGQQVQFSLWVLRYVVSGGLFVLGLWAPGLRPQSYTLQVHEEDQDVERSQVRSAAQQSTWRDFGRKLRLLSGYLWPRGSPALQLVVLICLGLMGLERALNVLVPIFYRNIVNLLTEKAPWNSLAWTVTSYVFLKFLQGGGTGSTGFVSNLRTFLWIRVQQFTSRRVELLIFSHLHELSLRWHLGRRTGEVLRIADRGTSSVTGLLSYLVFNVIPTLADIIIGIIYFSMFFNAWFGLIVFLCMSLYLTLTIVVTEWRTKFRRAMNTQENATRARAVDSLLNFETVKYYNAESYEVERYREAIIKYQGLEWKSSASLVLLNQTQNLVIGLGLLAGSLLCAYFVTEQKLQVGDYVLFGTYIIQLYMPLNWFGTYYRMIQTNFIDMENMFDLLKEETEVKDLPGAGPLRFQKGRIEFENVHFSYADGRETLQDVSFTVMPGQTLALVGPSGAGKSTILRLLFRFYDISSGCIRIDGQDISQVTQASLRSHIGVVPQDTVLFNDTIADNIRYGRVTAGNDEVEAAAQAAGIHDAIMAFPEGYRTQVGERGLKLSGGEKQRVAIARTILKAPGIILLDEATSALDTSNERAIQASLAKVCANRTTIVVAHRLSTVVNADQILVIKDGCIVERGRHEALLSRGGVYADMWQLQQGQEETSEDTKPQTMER
N-glyco inh: increase of ERlucT glycosylation luciferase signal, primary screen, N-linked glycosylation inhibitor project, D54 ERlucT cells, luminescence, set 2. D54 ERlucT glycosylation luciferase reporter, 24 h; percent of 100 nM tunicamycin response. reporter increase, % at 12.5 µM. actives 0.23% (n = 360,000);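 active = mean luciferase reporter signal, scaled so untreated is 0 and the glycosylation-blocking control 100, at or above a set limit in every replicate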;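 also: luciferase carries N-glycosylation sites so blocking glycosylation raises the light; 0% = median of neutral control wells and 100% = median of 100 nM tunicamycin wells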
CaV13 ICDI inh: Primary screen for inhibitors of IQ motif and Ca2+-dependent inactivation inhibitor domain binding in CACNA1D, Förster resonance energy transfer in living cells, …; HEK cells, CFP/YFP FRET ICDI-IQ, plate reader, 10 min; percent FRET-ratio fall versus neutral wells; inhibition, % at 12.3 µM; actives 0.098% (n = 340,000); AID 743397;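 active = mean replicate inhibition of at least 30% and at least 1% of replicates passing that level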;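 also: 0% = median of the neutral control wells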
MC4R ag barr: MC4R agonists recruiting beta-arrestin, primary screen, cell-based, luminescence, agonist arm of biased-ligand search; Melanocortin receptor 4 (Homo sapiens), P32245; U2OS MC4R beta-arrestin complementation; percent of melanotan II response, DMSO zero; activation, % at 8.9 µM; actives 0.98% (n = 360,000); AID 540308, 2011;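 active = activation above a per-plate cutoff, the mean activation of sample wells on that plate plus 3 SD, cut at about 8% in these data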
MC4R antagonist: MC4R antagonists of cAMP signaling, primary screen, cell-based, TR-FRET, antagonist arm of biased-ligand search. Melanocortin receptor 4 (Homo sapiens), P32245. MC4R-expressing cells, MTII-stimulated cAMP, LANCE TR-FRET. inhibition, % at 6.5 µM. actives 0.48% (n = 360,000);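 active = inhibition above its plate's cutoff, the mean of tested wells on that plate plus 3 SD, cut at about 29% in these data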;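 also: 0% = Melanotan II alone and 100% = Melanotan II plus saturating MCL0020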
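Test system: U2OS cells stably expressing human melanocortin 4 receptor (MC4R); also added: Melanotan II challenge; compound: 6.5 µM single dose; timing: 30-min compound preincubation, 1-h Melanotan II challenge, 1-h detection, room temperature; signal: Eu-cAMP/anti-cAMP TR-FRET, emission 671 nm; repeats: one well per compound, no replicates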
aDG glyco up: activators of alpha-DG glycosylation, primary screen, uHTS, Pro5-aDG cells, AlphaScreen | alpha-DG glycosylation AlphaScreen (IIH6); 0% Pro5, 100% B10-LARGE cell signal | activation, % at 10 µM | actives 0.22% (n = 360,000);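 active = activation of at least 8% versus controls, or a plate z-score of at least 8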;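 also: Pro5 are CHO cells carrying HIG-tagged alpha-DG that lacks glycosylation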
PDI turbidity: inhibitors of human PDI, primary screen, biochemical, turbidity, single point, plate reader. Protein disulfide-isomerase (Homo sapiens), P07237. PDI insulin aggregation turbidity, A650, 90 min. inhibition, % at 10 µM. actives 0.052% (n = 350,000). AID 588391, 2011;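 active = mean inhibition across replicates of 30% or more, whatever share of single replicates reach that level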;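 also: absorbance from insulin aggregation driven by PDI reduction with DTT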
HTR2A ag: mouse Htr2a agonists via beta-arrestin recruitment, primary screen, cell-based, luminescence; 5-hydroxytryptamine receptor 2A (Mus musculus), P35363; activation, % at 7.6 µM; CHO-K1 mHTR2A beta-arrestin complementation; percent of 30 µM serotonin response; actives 0.66% (n = 360,000); AID 624169, 2012;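 active = activation above a run cutoff, the mean activation of all tested compounds plus 3 SD, cut at about 14% in these data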;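 also: 0% = plate median of compound wells and 100% = 30 µM serotonin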
Cardio protect: cardioprotection against H2O2-induced cell death, primary screen, uHTS, H9c2 cells, ATPLite luminescence | H9c2 cardiomyocytes, H2O2 injury protection, 2 h | protection from H2O2 cell death, % at 20 µM | actives 0.63% (n = 360,000) | AID 588492, 2011;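 active = compounds giving at least 50% protection of heart cells from peroxide-induced death in the single-dose screen, raw or plate-pattern-corrected value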;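 also: 0% = DMSO wells with peroxide and 100% = DMSO wells without peroxide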
Vif inh: HIV Vif self-association inhibitors, primary screen, imaging, HEK293T, single point. HEK293T cells, Vif self-association by quenched fluorescence, 24 h. inhibition, % at 7.49 µM. actives 0.35% (n = 340,000); in the data active = inhibition above about 50%, passing the limit was not always enough; also: some results filed as inactive read as strong as hits
An asterisk follows results filed as active; x = no result given.

1. CCOc1ccc(NC(=O)[C@H](Cc2ccccc2)NC(=O)C2CCNCC2)cc1
2. Cc1cc(N2CCCCC2C)nc(-c2ccccc2O)n1 (stereo not drawn)
3. O=C(Cn1c(NCCCO)nc2ccccc21)c1ccc(Br)cc1
4. CCC(=O)N1c2ccc(S(=O)(=O)CCC(=O)Nc3nccs3)cc2CC1C (stereo not drawn)
5. Cc1ccc(C(=O)NCCNS(=O)(=O)c2ccccc2[N+](=O)[O-])cc1
6. COc1ccc(C2C(C#N)=C(N)N(N(C)C)C3=C2C(=O)CCC3)cc1 (stereo not drawn)

assay / entry,1,2,3,4,5,6
ABCB6 inh MLPCN,96.0,92.0,113.0,95.0,96.0,95.0
N-glyco inh,3.7,1.4,-1.9,-0.6,1.7,2.6
CaV13 ICDI inh,-6.4,1.9,x,0.0,-22.3,-6.5
MC4R ag barr,-0.8,3.6,-1.7,0.9,-0.1,-1.4
MC4R antagonist,0.3,-2.9,3.2,-6.5,-0.4,0.6
aDG glyco up,-0.1,0.0,0.1,0.7,-0.2,0.3
PDI turbidity,-1.1,-8.7,-5.9,0.5,-10.1,7.1
HTR2A ag,-4.5,3.5,-2.6,3.5,-5.0,-2.2
Cardio protect,6.1,-5.3,5.0,-4.1,-2.0,3.8
Vif inh,4.4,-1.6,x,7.7,-2.0,x

7. O=C(C1CCN(S(=O)(=O)c2ccccc2)CC1)N(CCc1ccccc1)Cc1ccco1
8. Cc1cccc(C)c1NC(=O)c1c(C)nn(-c2ccccc2)c1Cl
9. CCOC(=O)CNC(=O)CSc1nc(Cc2cccs2)nc2ccccc12
10. CC(C)CCN1C(=O)c2ccc(C(=O)NCC3CCCO3)cc2C1=O (stereo not drawn)
11. Cc1ccc(S(=O)(=O)NC[C@H]2O[C@@H](n3ccc(N)nc3=O)[C@H](O)[C@@H]2O)s1
12. Nc1c(N(CCC2=CCCCC2)C(=O)COc2ccc(F)cc2Cl)c(=O)[nH]c(=O)n1Cc1ccccc1

assay / entry,7,8,9,10,11,12
ABCB6 inh MLPCN,92.0,99.0,110.0,88.0,90.0,97.0
N-glyco inh,-4.9,-2.7,-0.4,0.2,1.0,55.6*
CaV13 ICDI inh,-5.1,-5.4,-9.0,-2.9,-7.9,-6.5
MC4R ag barr,-2.0,0.0,-1.3,1.4,1.6,-1.7
MC4R antagonist,1.8,8.2,2.3,16.4,1.0,13.8
aDG glyco up,0.3,0.1,0.9,0.0,0.3,-0.1
PDI turbidity,3.5,-2.3,-3.5,5.1,-1.7,-4.3
HTR2A ag,-8.1,-0.1,-2.5,-2.6,1.4,-8.4
Cardio protect,-1.6,3.9,20.5,-2.3,-3.4,-4.8
Vif inh,13.1,-5.9,10.7,-9.9,18.4,16.5

13. COCCNC(=O)NC(=O)CN1C(=O)NC(Cc2c[nH]c3ccccc23)C1=O (stereo not drawn)
14. CC(=O)Nc1ccccc1OC(C)C(=O)N1CC(C)CC(C)C1 (stereo not drawn)
15. CSCCC(=O)N1CCCC(CO)(CCCc2ccccc2)C1 (stereo not drawn)
16. O=C(Nc1nc(-c2ccccc2)cs1)c1ccccc1F
17. CCOC(=O)c1ccccc1NC(=O)COC(=O)CC1CCCCC1
18. C/C(=N/NC(=O)c1ccc2nc[nH]c2c1)c1cccs1

assay / entry,13,14,15,16,17,18
ABCB6 inh MLPCN,100.0,100.0,96.0,98.0,94.0,94.0
N-glyco inh,-1.7,0.7,2.1,-3.4,1.7,-1.2
CaV13 ICDI inh,-3.8,-1.0,1.0,3.7,-5.0,-3.0
MC4R ag barr,-1.1,-1.5,2.1,-0.3,2.5,-2.4
MC4R antagonist,4.4,9.2,9.4,9.7,2.2,0.5
aDG glyco up,-0.1,0.0,0.0,0.1,0.0,-0.1
PDI turbidity,3.1,1.0,3.3,-1.5,0.6,3.2
HTR2A ag,-5.5,-3.3,5.4,6.0,5.0,-0.9
Cardio protect,3.2,-6.0,6.4,-3.9,-12.8,-3.0
Vif inh,12.8,8.1,-5.2,3.1,-3.0,1.8

19. CCn1nnc(NC(=O)Cc2ccc(Cl)cc2)n1
20. O=C(O)C1CCCCN1C(=O)c1ccc(S(=O)(=O)N2CCCC2)cc1 (stereo not drawn)
21. O=C(Cn1cc2c(n1)CCCC2)N1CCCC1
22. CN1CCC(OC2c3ccccc3CCc3ccccc32)CC1
23. O=C(COc1ccccc1Cl)NNC(=O)c1cc(S(=O)(=O)N2CCOCC2)ccc1N1CCCC1
24. COC(=O)c1ccc(NC(=O)C[n+]2ccccc2)cc1

assay / entry,19,20,21,22,23,24
ABCB6 inh MLPCN,98.0,87.0,96.0,101.0,95.0,104.0
N-glyco inh,0.3,0.0,0.3,-1.6,0.0,-0.1
CaV13 ICDI inh,-6.9,-4.6,12.1,-6.7,-3.2,-2.0
MC4R ag barr,-0.5,-2.6,-0.6,-1.8,-1.7,1.0
MC4R antagonist,1.4,7.7,-5.4,2.7,14.3,1.8
aDG glyco up,0.0,-0.1,0.1,-0.2,-0.1,-0.1
PDI turbidity,-1.0,-0.3,x,5.0,-1.0,-0.6
HTR2A ag,-0.6,-8.3,-1.5,-9.6,1.1,-1.9
Cardio protect,-1.2,4.2,11.9,5.7,-1.3,0.8
Vif inh,-1.4,2.0,-2.4,8.1,x,-4.5

7 structures from above, ordered by molecular weight, high to low.
23. O=C(COc1ccccc1Cl)NNC(=O)c1cc(S(=O)(=O)N2CCOCC2)ccc1N1CCCC1
9. CCOC(=O)CNC(=O)CSc1nc(Cc2cccs2)nc2ccccc12
1. CCOc1ccc(NC(=O)[C@H](Cc2ccccc2)NC(=O)C2CCNCC2)cc1
13. COCCNC(=O)NC(=O)CN1C(=O)NC(Cc2c[nH]c3ccccc23)C1=O (stereo not drawn)
5. Cc1ccc(C(=O)NCCNS(=O)(=O)c2ccccc2[N+](=O)[O-])cc1
22. CN1CCC(OC2c3ccccc3CCc3ccccc32)CC1
24. COC(=O)c1ccc(NC(=O)C[n+]2ccccc2)cc1

assay / entry,23,9,1,13,5,22,24
ABCB6 inh MLPCN,95.0,110.0,96.0,100.0,96.0,101.0,104.0
N-glyco inh,0.0,-0.4,3.7,-1.7,1.7,-1.6,-0.1
CaV13 ICDI inh,-3.2,-9.0,-6.4,-3.8,-22.3,-6.7,-2.0
MC4R ag barr,-1.7,-1.3,-0.8,-1.1,-0.1,-1.8,1.0
MC4R antagonist,14.3,2.3,0.3,4.4,-0.4,2.7,1.8
aDG glyco up,-0.1,0.9,-0.1,-0.1,-0.2,-0.2,-0.1
PDI turbidity,-1.0,-3.5,-1.1,3.1,-10.1,5.0,-0.6
HTR2A ag,1.1,-2.5,-4.5,-5.5,-5.0,-9.6,-1.9
Cardio protect,-1.3,20.5,6.1,3.2,-2.0,5.7,0.8
Vif inh,x,10.7,4.4,12.8,-2.0,8.1,-4.5

Additional compounds follow.
25. CSc1nsc(SCc2cnc(C)nc2N)n1
26. CCn1ccnc1CN1CCc2c([nH]c3ccccc23)C1C1CCCCC1 (stereo not drawn)
27. O=C(Cn1cnc2ccccc2c1=O)NCCC(=O)N1CCN(Cc2ccccc2)CC1
28. C#CC(C)OC(=O)C(C)NC(=O)c1ccccc1 (stereo not drawn)
29. Cc1ccc(N2CCN(C(=O)N3CCCC3)CC2)cc1Cl
30. CCOc1ccc(NC(=O)CN2C(=O)NC(C)(c3ccc4c(c3)OCCCO4)C2=O)cc1OCC (stereo not drawn)

assay / entry,25,26,27,28,29,30
ABCB6 inh MLPCN,103.0,102.0,98.0,99.0,236.0,100.0
N-glyco inh,-1.0,0.0,0.5,-0.6,-2.3,1.7
CaV13 ICDI inh,x,5.0,-3.3,-10.9,-10.0,-2.0
MC4R ag barr,-1.9,-0.2,2.1,0.1,0.8,2.2
MC4R antagonist,1.3,8.4,3.8,8.3,-5.4,5.3
aDG glyco up,-0.1,-0.1,-0.3,0.1,0.3,-0.1
PDI turbidity,1.2,0.3,1.6,3.4,1.1,-9.0
HTR2A ag,0.0,-0.5,3.5,5.8,2.1,2.4
Cardio protect,3.6,0.4,1.8,-2.0,-5.8,16.3
Vif inh,-1.7,5.5,9.8,x,5.5,7.2

31. Cc1ccc(S(=O)(=O)C2C(=O)N(C)C3(C)CC2c2ccccc2O3)cc1 (stereo not drawn)
32. Cc1cc(NC(=O)COC(=O)C2CCC2)no1
33. O=C(CC1(C(=O)O)CCCC1)N1CCOCC1
34. FC(F)Oc1ccc(-n2cc(-c3ccccc3)[n+]3c2CCCCC3)cc1
35. CCOC(=O)C1CCN(C(=O)C2CCN(C(=O)c3ccc([N+](=O)[O-])cc3)CC2)CC1
36. Cc1ccccc1NS(=O)(=O)c1cc(C(N)=O)ccc1C

assay / entry,31,32,33,34,35,36
ABCB6 inh MLPCN,100.0,97.0,98.0,95.0,96.0,99.0
N-glyco inh,0.0,0.4,0.4,0.4,x,0.4
CaV13 ICDI inh,-3.4,8.2,-3.2,-3.4,x,x
MC4R ag barr,-1.2,-1.0,-1.9,-2.5,-0.7,-2.0
MC4R antagonist,23.5,13.4,9.9,-3.1,-2.0,1.1
aDG glyco up,0.0,0.1,0.0,-0.2,0.0,0.1
PDI turbidity,-3.6,13.9,1.0,-6.2,-3.3,9.4
HTR2A ag,4.4,2.6,-0.1,0.1,-6.9,6.3
Cardio protect,6.7,-2.6,1.3,-11.3,1.8,5.5
Vif inh,5.4,1.8,-3.1,-4.1,x,x

37. Cc1ccc(-c2cc(C(=O)NCCCN3CCOCC3)c3ccccc3n2)cc1C
38. CCCCCCOc1ccc(N2C(=O)CC(N3CCN(C(=O)c4ccco4)CC3)C2=O)cc1 (stereo not drawn)
39. O=C(Nc1ccccc1Cl)c1cccc(COc2cc(Cl)ccc2Cl)c1
40. COc1cc(/C=C2\CCC(C3CCCC3)C2=O)cc(OC)c1OC (stereo not drawn)
41. COC1CC(C)C(OC)c2cc(O)cc(c2O)NC(=O)C(C)=CC=CC(C)C(OC(N)=O)C(C)=CC(C)C1OC (stereo not drawn)

assay / entry,37,38,39,40,41
ABCB6 inh MLPCN,98.0,99.0,88.0,88.0,103.0
N-glyco inh,0.1,-1.6,2.6,-10.6,2.9
CaV13 ICDI inh,-6.6,x,-5.6,-4.4,-5.4
MC4R ag barr,-0.7,1.4,7.1,0.3,-0.8
MC4R antagonist,0.5,0.1,4.7,5.6,-7.6
aDG glyco up,-0.1,-0.1,0.2,0.2,0.0
PDI turbidity,-1.1,-3.8,-10.9,-3.0,5.0
HTR2A ag,-0.3,1.9,0.2,-4.4,3.2
Cardio protect,-0.6,-8.8,-10.2,8.1,-17.1
Vif inh,-6.6,14.6,7.0,-5.4,8.2
